SV40 large T antigen = TAg ATPase/helicase activity blockers – biochemical (AID 1903); SV40 large T antigen ATPase/helicase inhibition assay; higher % means a stronger effect; inhibition, % at 20 µM; hits with a dose series show IC50 in µM; 310,000 compounds, 0.39% hits; in the data active = a potency from the dose series; inconclusive = inhibition mostly from about 32% at the one dose, without a potency; inactive = the rest, 99 in 100 with inhibition below about 32%; note: strong numbers were not always called active
PhoP inhibition = PhoP-dependent GFP reporter repression – Salmonella Typhimurium, primary screen (AID 1863); S. Typhimurium PhoP-regulated promoter GFP reporter, 4 h; higher % means a stronger effect; inhibition, % at 50 µM, or IC50 in µM where a hit was titrated; 300,000 compounds, 0.16% hits;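 active = inhibition over 29.93%, a cutoff 3 SD above the screen mean, later confirmed by dose response; inconclusive = inhibition over 29.93% but no dose response follow-up; inactive = inhibition at most 29.93% or unconfirmed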;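 note: 0% = low Mg2+ inducing control and 100% = high Mg2+ repressing control; strong numbers were not always called active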
T cell HTS = T cell immune modulators affecting CD8 T cell-vesicle binding; 2C CD8+ T cell-vesicle binding, flow cytometry; stronger effect = lower value; calls only at 7 µM; 330,000 compounds, 0.068% hits;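 active = response, share of CD8 T cells binding vesicles, and their 90th percentile fluorescence all below set limits, cut at about 80% in these data, passing the limit was not always enough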
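Also added: QL9-peptide-loaded Drosophila micro-vesicles bearing Ld, ICAM-1 and B7-1; Test system: purified 2C TCR transgenic mouse naive CD8+ T cells; Measured by: cytometric PE anti-B7-1 and Alexa647 anti-CD8 signals after 1% paraformaldehyde fixation; Timing: binding step 1.5 h, 37 °C, antibody labelling 20 min, ice.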
b-catenin transl = beta-catenin nuclear translocation modulation; HeLa beta-catenin nuclear translocation, immunofluorescence imaging; nuclear translocation activity, % at 5 µM; 190,000 compounds, 0.3% hits;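 active = nuclear translocation activity above 50% at 5 µM, with a well cell count of 50 or more; inconclusive = wells under 50 cells across six images, flagged as toxic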;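 note: per-cell ratio of nuclear to cytoplasmic median beta-catenin stain intensity; plate controls were DMSO negative control for no effect and GSK-3 inhibitor IX positive control for full effect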
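Test system: human HeLa cell line; Doses: 5 µM primary, 0.02–20 µM confirmation; Incubation: 24 h compound exposure, 37°C; Detection: beta-catenin immunofluorescence imaging with DAPI; Read-out: beta-catenin nuclear/cytoplasmic ratio, % activation.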
West Nile antiviral = West Nile virus antiviral activity, cell-based, CPE readout (AID 1621) | West Nile virus-infected cells, CPE inhibition; higher % means a stronger effect | CPE inhibition, % at 10 µM; hits with a dose series show IC50 in µM | 290,000 compounds, 0.02% hits; in the data active = a potency from the dose series; inconclusive = CPE inhibition mostly from about 3.7% at the one dose, without a potency; inactive = the rest, 99 in 100 with CPE inhibition below about 2.2%; note: strong numbers were not always called active
RSV CPE inhibition = inhibition of RSV-induced cytopathic effect – HEp-2 cells, primary 10 µM value included (AID 2391); CPE inhibition, % at 10 µM; hits with a dose series show IC50 in µM; 310,000 compounds, 0.13% hits; HEp-2 cells, RSV-induced CPE inhibition; higher % means a stronger effect; in the data active = a potency from the dose series; inconclusive = CPE inhibition mostly from about 23% at the one dose, without a potency; inactive = the rest, 99 in 100 with CPE inhibition below about 21%; note: strong numbers were not always called active
MgcRacGAP inhibition = MgcRacGAP GTPase-activating activity inhibitors, confirmation, biochemical, ADP Hunter fluorescence; 340,000 compounds, 0.6% hits; MgcRacGAP-stimulated Rac1 GTP hydrolysis, ADP Hunter fluorescence; higher % means a stronger effect; GST-tagged Rac1 F28L mutant substrate; inhibition, % at 30 µM; hits with a dose series show IC50 in µM;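 active = first-screen hits whose inhibition reached a set limit at any dose in the follow-up dose series; inconclusive = inhibition above the set first-screen limit but never retested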;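 note: fluorescence reports GDP produced by GAP-driven GTP hydrolysis; strong numbers were not always called active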
WT yeast gro inh = growth inhibition of WT yeast, mitochondrial fusion screen; mitochondrial fusion phenotypic screen, WT strain; inhibition, % at 10 µM; 190,000 compounds, 2.1% hits; AID 1362; in the data active = inhibition above about 58%; tested in S. cerevisiae
Myeloid diff 2 = promotes myeloid progenitor differentiation; ER-HoxA9 myeloid progenitors, lysozyme-GFP differentiation, flow cytometry; AID 624256; 360,000 compounds, 1% hits; calls only at 10 µM;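 active = normalized GFP-positive differentiation at or above the plate's own cutoff, the solvent-only control mean plus 3 SD; inconclusive = no clear call, values can overlap the other calls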;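 note: cells exposed to compound for four days before flow analysis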
WT yeast gro inh mutant strain = also measured in WT yeast gro inh; calls as there; inhibition, %; mitochondrial fusion phenotypic screen, mutant strain inhibition
b-catenin transl cell count 5 µM = second read-out of b-catenin transl, no call of its own (marks repeat the call); cell count; measured here: cell count, cytotoxicity flag
T cell HTS vesicle-bound % = also measured in T cell HTS; calls as there; double positive events, %; measured here: CD8+ vesicle-bound cell fraction;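 binding gate set so that unloaded-vesicle control wells show 10% double positive cells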
Myeloid diff 2 GFP+ MAC1+ % = further read-out of Myeloid diff 2, marked with its call; GFP+ MAC1+ double positive, %; measured here: differentiation confirmed by MAC1 staining
An asterisk follows results filed as active; i = inactive; ? = inconclusive; / = no result given.

The line under a structure holds: b-catenin transl cell count 5 µM	Myeloid diff 2 GFP+ MAC1+ %	SV40 large T antigen	WT yeast gro inh mutant strain	T cell HTS vesicle-bound %	MgcRacGAP inhibition	PhoP inhibition	West Nile antiviral	RSV CPE inhibition	Myeloid diff 2	b-catenin transl	WT yeast gro inh	T cell HTS
- CCOCCCn1c(=S)[nH]c2cc(C(=O)NC3CCCC(C)C3C)ccc2c1=O (centres undefined)
 : /	2.9	12%	/	50	13%	1%	-0.4%	2.7%	i	/	/	i
- Cc1c(NC(=O)COC(=O)C2(c3ccccc3F)CCCC2)c(=O)n(-c2ccccc2)n1C
 : 1072	0.9	7%	-7	60	0%	-6%	0.3%	0.5%	i	-1.4	-9	i
- O=C(Nc1ccc(Cl)c(S(=O)(=O)N2CCCCC2)c1)c1cnccn1
 : /	0.7	/	/	40	4%	/	/	4.4%	i	/	/	i
- O=c1c(O[C@H]2O[C@@H](CO)[C@H](O)[C@@H](O)[C@@H]2O)c(-c2ccc(O)cc2)oc2cc(O)cc(O)c12
 : /	1.4	/	/	23	5%	/	/	2.2%	i	/	/	i
- CC(=O)Nc1ccc2nc(CN3CCN(CC(C)C)C(CCO)C3)ccc2c1 (centres undefined)
 : 993	1.6	/	0	42	-6%	/	-0.5%	-0.8%	i	0.8	13	i
- O=C1CCC(C(=O)N2CCCCO2)CN1Cc1cccc(C(F)(F)F)c1 (centres undefined)
 : /	/	5%	/	5	-6%	2%	-0.8%	1.0%	?	/	/	i
- C=CCN1C(=O)CSc2ccc(C(=O)NCc3cccs3)cc21
 : 1111	0.6	9%	-15	41	8%	0%	-1.3%	0.3%	i	-1.6	-1	i
- CCc1cccc(CC)c1NC(=O)C1CSC2(C)CCC(=O)N12 (centres undefined)
 : /	0.5	5%	/	55	6%	-6%	/	-0.5%	i	/	/	i
- Cc1cc(C)c(S(=O)(=O)c2ccccc2C)c(OCCN(C)C)n1
 : /	0.4	10%	/	62	8%	-3%	0.1%	1.5%	i	/	/	i
- CCc1nnc(NC(=O)CN2CCC(O)(c3ccccc3OC)CC2)s1
 : 846	7.1	9%	13	43	0%	-8%	-0.5%	-1.7%	i	-0.3	6	i
- COc1cc(C(=O)O)ccc1Cl
 : 1246	0.4	9%	/	20	8%	-9%	0.8%	2.8%	i	-1.7	/	i
- O=C(Nc1ccc(-c2nc3ccccc3[nH]2)cc1)c1ccccc1NS(=O)(=O)c1ccc(F)cc1
 : 498	1.2	7%	-9	44	2%	22%	-1.1%	12%	i	0.8	-9	i
- COc1ccc(-c2cnc(N)n2C)cc1
 : 1096	0.3	9%	-6	29	2%	-2%	-0.1%	2.0%	i	-1.3	-17	i
- Cc1cccc(NC(=O)CCN2CCCCC2)c1
 : /	0.6	11%	/	18	3%	-2%	-0.6%	-0.5%	i	/	/	i
- Cc1ccccc1-c1nc2ccc(Cl)cc2c(=O)n1O
 : /	0.9	-4%	/	61	7%	-3%	0.8%	1.5%	i	/	/	i
- CCCN(CC(=O)Nc1ccccc1C)C(=O)c1ccc(S(=O)(=O)N2CCCCCC2)cc1
 : /	/	16%	/	12	4%	-3%	-1.1%	4.7%	?	/	/	i
- CCOC(=O)c1c(C)[nH]c(C(=O)COC(=O)/C=C/c2ccc3c(c2)OCO3)c1C
 : 1133	0.9	21%	2	44	-1%	-2%	-0.2%	16%	i	-3.0	-9	i
- COC(=O)Cn1c(O)c(N=NC(=O)CNC(=O)c2ccncc2)c2ccccc21
 : /	0.3	3%	/	36	-10%	6%	0.5%	0.2%	i	/	/	i
- O=c1cc(N2CCCC2)c2ccccc2o1
 : 1031	0.8	15%	8	59	6%	-2%	0.5%	0.4%	i	1.8	-13	i
- CN(CC#CC(O)(c1ccccc1)c1ccccc1)C(C)(C)C
 : 1183	0.5	4%	/	8	/	-6%	-0.6%	0.5%	i	-0.1	/	i

Of the compounds above, these have fluorine:
The line under a structure holds: b-catenin transl cell count 5 µM	Myeloid diff 2 GFP+ MAC1+ %	SV40 large T antigen	WT yeast gro inh mutant strain	T cell HTS vesicle-bound %	MgcRacGAP inhibition	PhoP inhibition	West Nile antiviral	RSV CPE inhibition	Myeloid diff 2	b-catenin transl	WT yeast gro inh	T cell HTS
- Cc1c(NC(=O)COC(=O)C2(c3ccccc3F)CCCC2)c(=O)n(-c2ccccc2)n1C
 : 1072	0.9	7%	-7	60	0%	-6%	0.3%	0.5%	i	-1.4	-9	i
- O=C1CCC(C(=O)N2CCCCO2)CN1Cc1cccc(C(F)(F)F)c1 (centres undefined)
 : /	/	5%	/	5	-6%	2%	-0.8%	1.0%	?	/	/	i
- O=C(Nc1ccc(-c2nc3ccccc3[nH]2)cc1)c1ccccc1NS(=O)(=O)c1ccc(F)cc1
 : 498	1.2	7%	-9	44	2%	22%	-1.1%	12%	i	0.8	-9	i

Going on with the list:
The line under a structure holds: b-catenin transl cell count 5 µM	Myeloid diff 2 GFP+ MAC1+ %	SV40 large T antigen	WT yeast gro inh mutant strain	T cell HTS vesicle-bound %	MgcRacGAP inhibition	PhoP inhibition	West Nile antiviral	RSV CPE inhibition	Myeloid diff 2	b-catenin transl	WT yeast gro inh	T cell HTS
- O=C(O)COc1ccc(S(=O)(=O)c2ccc(OCC(=O)O)cc2)cc1
 : 1079	1.7	0%	-8	21	12%	4%	/	2.1%	i	-7.8	-8	i
- COc1ccc(CCNC(=O)c2ccccc2OCc2c(C)noc2C)cc1
 : /	2.0	/	/	37	4%	/	/	4.1%	i	/	/	i
- CC(C)n1nc(C(=O)Nc2nc3ccccc3[nH]2)c2ccccc2c1=O
 : 1098	0.3	9%	39	50	4%	4%	-0.1%	-0.8%	i	-4.5	21	i
- O=C(Nc1ccccc1)c1ccccc1CCc1ccccc1
 : 1396	5.8	1%	11	54	-2%	-8%	-0.8%	-2.0%	i	2.6	-7	i
- COC(=O)C(C)Sc1ncnc2c1nnn2-c1ccc(F)cc1 (centres undefined)
 : 985	0.8	6%	-14	52	11%	0%	-0.1%	1.9%	i	-1.5	-20	i
- COCCNc1nc2c(c(=O)n(Cc3cccc(Br)c3)c(=O)n2C)n1C
 : /	0.6	3%	/	23	10%	2%	-0.1%	2.0%	i	/	/	i
- CC1(C)CCC[C@]2(C)[C@H]3CC(=O)O[C@]3(C)CC[C@@H]12
 : /	0.3	4%	/	32	7%	-7%	0.2%	0.7%	i	/	/	i
- CC(=O)c1ccc(S(=O)(=O)NCC(=O)N2CCN(C/C=C/c3ccccc3)CC2)cc1
 : /	0.9	/	/	31	3%	/	/	0.0%	i	/	/	i
- CC1(C)NC(=O)N(CCOc2cccc(Oc3ccccc3)c2)C1=O
 : 984	4.9	6%	-50	18	-1%	9%	-0.1%	-1.5%	i	-2.2	-10	i
- CC(C)n1c(-c2ccccc2)nc(=S)c2c1CCCC2
 : 534	/	24%	-16	40	/	6%	-1.1%	2.2%	/	-0.9	-13	i
- O=C1CC[C@@H](CN(Cc2ccccn2)Cc2nc(Cc3ccccc3)no2)N1
 : 1165	0.5	4%	10	54	3%	-6%	-0.9%	-0.5%	i	-0.3	14	i
- Cc1sc2ncn(CC(=O)N3CCCC(C)C3)c(=O)c2c1S(=O)(=O)N1CCCCC1 (centres undefined)
 : /	0.7	8%	/	48	3%	9%	-0.7%	0.0%	i	/	/	i
- CCN(CC(=O)Nc1ccc(OC)cc1)CC(=O)Nc1cccc(C#N)c1
 : /	0.0	0%	/	24	-2%	5%	-1.0%	5.8%	i	/	/	i
- COc1ccc(NC(=O)CN(C)C(=O)c2ccc(NS(=O)(=O)c3cccc([N+](=O)[O-])c3)cc2)cc1
 : /	1.0	3%	/	39	6%	-1%	/	2.0%	i	/	/	i
- O=C(NCc1cccnc1)c1cc(Sc2ccccc2Cl)nc2ccccc12
 : 991	1.2	3%	2	51	-1%	11%	-0.6%	11%	i	1.4	-29	i
- CCOc1ccc(C2=CC(c3ccccc3)n3ncnc3N2)cc1 (centres undefined)
 : /	1.6	11%	/	20	14%	2%	-0.9%	-1.3%	i	/	/	i
- COc1cc(/C=C/C(=O)O)cc(OC)c1OC
 : 1368	1.4	12%	/	12	11%	-4%	0.1%	1.1%	i	-1.5	/	i
- CCn1c(COc2ccccc2)nnc1SCC(=O)c1cccc([N+](=O)[O-])c1
 : 1342	3.0	1%	1	42	16%	14%	-0.2%	20%	i	1.5	7	i
- Cc1cc(=O)[nH]c(SCC(=O)N2CCCCC2)n1
 : /	0.3	10%	/	56	9%	3%	-1.1%	0.0%	i	/	/	i
- C[C@@H]1CC(=O)[C@H]2CC(CO)=CCC[C@@H]2[C@@]1(C)CC/C(=C/CO)CO
 : /	1.2	/	/	43	4%	/	/	1.3%	i	/	/	i
- COc1cccc(NC(=O)Cn2cnc3sc(C)c(S(=O)(=O)N4CCCCC4)c3c2=O)c1
 : 1168	2.2	-4%	6	11	2%	20%	-0.1%	0.2%	i	-2.6	2	i
- CCSCc1nnc(SCC(=O)Nc2cccc(SC)c2)n1C
 : 1042	1.1	0%	-10	17	11%	21%	0.0%	-1.5%	i	0.6	-3	i
- CC(=O)Oc1cccc(C(=O)Nc2ccc3c(c2)C(=O)N(CC2CCCO2)C3=O)c1 (centres undefined)
 : /	/	8%	/	46	5%	-5%	1.5%	1.0%	?	/	/	i
